From PubChem
RBX1-CUL1 inh: blocks human RBX1-Cullin-1 di-ubiquitin formation. P62877+Q13616. in vitro K48 di-Ub FRET, acceptor:donor ratio, 45 min. inhibition, % at 10 µM. 0.6% of 140,000 active. AID 1347404; in the data active means inhibition above about 25%
Target sequence (P62877 whole entry, looked up): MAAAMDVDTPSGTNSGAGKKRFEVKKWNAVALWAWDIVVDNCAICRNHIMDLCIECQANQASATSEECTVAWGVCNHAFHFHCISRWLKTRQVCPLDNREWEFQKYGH
Target sequence (Q13616 whole entry, looked up): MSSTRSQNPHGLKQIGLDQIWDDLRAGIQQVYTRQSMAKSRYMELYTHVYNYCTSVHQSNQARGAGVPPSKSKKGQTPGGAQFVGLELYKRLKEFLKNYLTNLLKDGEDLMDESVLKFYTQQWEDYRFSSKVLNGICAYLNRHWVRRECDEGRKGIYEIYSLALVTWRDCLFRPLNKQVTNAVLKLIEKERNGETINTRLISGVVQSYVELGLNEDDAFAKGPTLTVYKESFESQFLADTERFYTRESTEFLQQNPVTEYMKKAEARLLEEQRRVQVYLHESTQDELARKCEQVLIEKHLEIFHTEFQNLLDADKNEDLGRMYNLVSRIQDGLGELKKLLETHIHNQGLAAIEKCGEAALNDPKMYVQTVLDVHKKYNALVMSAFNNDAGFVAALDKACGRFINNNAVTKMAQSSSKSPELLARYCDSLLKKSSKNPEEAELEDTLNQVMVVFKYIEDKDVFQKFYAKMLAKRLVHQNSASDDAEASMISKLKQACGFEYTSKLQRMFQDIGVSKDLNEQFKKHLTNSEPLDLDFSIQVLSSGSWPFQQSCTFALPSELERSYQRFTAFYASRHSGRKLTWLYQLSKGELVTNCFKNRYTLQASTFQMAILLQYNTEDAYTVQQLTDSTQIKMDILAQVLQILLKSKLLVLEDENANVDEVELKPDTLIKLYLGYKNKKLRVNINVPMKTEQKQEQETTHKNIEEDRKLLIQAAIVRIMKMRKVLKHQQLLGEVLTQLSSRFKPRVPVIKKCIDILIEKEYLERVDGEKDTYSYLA
The depositor's hits bear a star; & = joins results of further samples. These rows are one share of the data. The share of hits here may be higher or lower than overall.

entry | RBX1-CUL1 inh | Structure
1 | -3 | O=C1CCC(C(=O)N2CCC(CCO)CC2)CN1Cc1ccccc1F (stereo not drawn)
2 | 8 | Cc1ccc(C(C)C)c(OCC(=O)NNC(=O)C2CC2)c1
3 | -2 | CCc1c(CN2CCN(c3ccccc3F)CC2)csc1C
4 | 5 | O=C(c1ccccc1)C1C(c2ccccc2)C1c1ccc(Cl)cc1 (stereo not drawn)
5 | 7 | CC(C)c1n[nH]c2c1CN(C(=O)Cc1cn3ccsc3n1)CC2
6 | -5 | Cc1cccc(N2CCn3c2nc2c3c(=O)n(C)c(=O)n2C)c1C
7 | 11 | Cc1ccc(NS(=O)(=O)c2ccccc2)c(O)c1
8 | -5 | COC(=O)c1cc2oc3ccccc3c2n1CC(=O)Nc1cc(OC)cc(OC)c1
9 | 6 | CC(=O)C1C(=O)C(=O)N(CCN(C(C)C)C(C)C)C1c1ccc(O)cc1 (stereo not drawn)
10 | 5 | C=CCN1C(=O)/C(=C/c2ccc(Oc3ccc([N+](=O)[O-])cn3)cc2)C(=O)NC1=S
11 | -5 | CCc1nn(CC(=O)N2CCN(c3cc(C)ccc3C)CC2)c(=O)c2cc3occc3n12
12 | -4 | CCOC(=O)c1[nH]c2ccccc2c1NC(=O)c1ccccc1OC
13 | 1&3 | COc1ccccc1NC(=O)c1sc2nc3c(cc2c1N)CCCCCC3
14 | 2 | COc1ccc(NC(=O)CC(C)C)cc1
15 | 1 | CN1CCC(N(C)C(=O)CCC2CCCN(Cc3cccn3-c3ccccn3)C2)CC1 (stereo not drawn)
16 | -8 | Cn1c(=O)c2c(nc3n(-c4cccc(Cl)c4)c(-c4ccc(Cl)cc4)cn23)n(C)c1=O
17 | -6 | COC(=O)c1cc(NC(=O)Cc2cccs2)ccc1O
18 | 14 | O=C(O)Cn1ncc(-c2ccccc2)n1
19 | -13 | CN(C)S(=O)(=O)c1ccc2c(c1)N(CC(=O)NCc1cccc(Br)c1)C(=O)CS2
20 | -3 | O=C(NC1CC(=O)N(Cc2cccc3ccccc23)C1)C1CCOCC1 (stereo not drawn)

(listing goes on)
entry | RBX1-CUL1 inh | Structure
21 | 7 | CCOc1ccc(CNC(=O)C2CCN(c3nn4c(=O)cc(C)nc4s3)CC2)cc1
22 | -6 | Cc1cccc(C)c1NC(=O)Cn1cc(C(=O)c2ccco2)c2ccccc21
23 | 3 | Cc1cccn2c(=O)c(/C=C(\C#N)c3nc4ccccc4s3)c(Oc3ccc(Br)cc3)nc12
24 | 0 | CC(C(=O)O)n1c(O)c(C2=c3ccccc3=NC2=O)sc1=S (stereo not drawn)
25 | 11 | CCN(CC)CCN(CC)C(=O)CCc1nnc(C2CCCCC2)o1
26 | 12 | CNC(=O)C1CCN(Cc2ccccc2F)CC1
27 | 11 | NC(=O)Nc1ccc2c(c1)OCO2
28 | -4 | COc1ccccc1Oc1cc(-n2nc(SC)c(C#N)c2N)ncn1
29 | 2 | Cc1nc(SCc2ccccc2Cl)c(C#N)c(C)c1C
30 | -2 | COc1ccccc1CCN1CCCC(CN(C)C(=O)CSC)C1 (stereo not drawn)
31 | -8 | Cc1ccc(Cc2cn3cc(-c4ccc(F)cc4)nc3s2)cc1
32 | 6 | Cc1ccc(/C=C/c2ccccc2-c2ccccc2/C=C/c2ccc(C)cc2)cc1
33 | 2 | CCc1ccc(-n2nc3ccc(NC(=O)COc4ccc(OC)cc4)cc3n2)cc1
34 | -1 | Cc1ccc(S(=O)(=O)c2cn(Cc3ccccc3)c3cc(N4CCCC4)c(F)cc3c2=O)cc1
35 | 4 | Nc1c(C(=O)C23CC4CC(CC(C4)C2)C3)sc2nc(-c3ccccc3)ccc12
36 | 4 | CCCNC(=O)c1ccc(N2CCCCC2)cc1
37 | 4 | O=C(CSc1nc2ccccc2o1)N1c2ccccc2Sc2ccc(C(F)(F)F)cc21
38 | -3 | Oc1c(-c2ccc(I)cc2)c2nc3ccccc3nc2c2ccccc12
39 | 12 | CC(=N)Cc1oc2ccc(O)cc2c1[N+](=O)[O-]
40 | -5 | Cc1ccc(NC(=O)Cn2c(=O)n(Cc3nc(C)no3)c(=O)c3ccccc32)c(Cl)c1

Some of these compounds in order of length of the SMILES, largest number first:
entry | RBX1-CUL1 inh | Structure
16 | -8 | Cn1c(=O)c2c(nc3n(-c4cccc(Cl)c4)c(-c4ccc(Cl)cc4)cn23)n(C)c1=O
40 | -5 | Cc1ccc(NC(=O)Cn2c(=O)n(Cc3nc(C)no3)c(=O)c3ccccc32)c(Cl)c1
32 | 6 | Cc1ccc(/C=C/c2ccccc2-c2ccccc2/C=C/c2ccc(C)cc2)cc1

Next section
entry | RBX1-CUL1 inh | Structure
41 | -2 | CCC(Oc1ccccc1OC)C(=O)N1CCC(C(N)=O)CC1 (stereo not drawn)
42 | -4 | O=C(c1ccc(Oc2ccccc2)cc1)C1CCCN(C(=O)CN2CCCCC2=O)C1 (stereo not drawn)
43 | 10 | COCCC1CCCCN1C(=O)c1csc2nc(-c3ccccc3Cl)cn12 (stereo not drawn)
44 | 5 | CC(C)(C)c1ccc(C(=O)Nc2ccccc2S)cc1
45 | -3 | O=C(Nc1cc(Cl)cc(Cl)c1)c1csc2c1CCCC2
46 | 2 | O=C(CN(Cc1ccccc1)S(=O)(=O)c1cc(Cl)ccc1Cl)N1CCCCCC1
47 | 1 | Cc1ccc(C2=Nc3ccccc3C(c3ccccc3)O2)cc1 (stereo not drawn)
48 | -5 | CCCCCCSC1=NC(=O)C(Cc2ccc(OC)cc2)C(=O)N1 (stereo not drawn)
49 | 2 | O=C(Cn1cc(S(=O)(=O)c2ccccc2)c(=O)c2cc(Cl)ccc21)Nc1ccc2c(c1)OCO2
50 | -7 | Cc1nc(Cl)sc1C(=O)Nc1cccc(Cl)c1C
51 | -1 | Cc1ccc(Cn2c(N3CCNCC3)nc3c2c(=O)n(C)c(=O)n3C)cc1
52 | 2 | Cc1ccc2nc3c(c(Nc4ccc(C)c(C)c4)c2c1)CCC3
53 | -1 | CCn1cc(CNC(=O)c2cc(-c3cccc(C)c3)nc3ccccc23)cn1
54 | 5 | COc1cc(/C=C2\C(=O)N(c3ccccc3)N=C2C)cc(SC#N)c1O
55 | 9 | CCc1noc(C)c1C(=O)Nc1cc(C)cc(C)c1
56 | -1 | Cc1cccc(NC(=O)C2CCCN(c3nnc(-n4c(C)ccc4C)s3)C2)c1C (stereo not drawn)
57 | 7 | CCN(CC)C(=O)Oc1cc(=O)n2c3c(cccc13)CCC2
58 | 7 | COc1ccc(C2=NS(=O)(=O)N(C)C(C(=O)Nc3ccc(OC(F)(F)F)cc3)=C2)cc1
59 | 0 | C=CCN=C1CC(=O)N(Cc2ccccc2)C(=O)N1
60 | 1 | CC1Nc2ccncc2S(=O)(=O)N1 (stereo not drawn)

The results go on:
entry | RBX1-CUL1 inh | Structure
61 | -3 | CC1(C)CC(=O)C2=C(C1)N=C1c3ccccc3C(=O)C1C2c1ccc(Cl)cc1 (stereo not drawn)
62 | -4 | CCOc1ccccc1CNC(=O)CCc1cn(Cc2ccc(Cl)cc2)c2ccccc12
63 | -1 | CCN(CC)C(=O)Cn1cc(SCC(=O)Nc2ccccc2F)c2ccccc21
64 | -9 | Cc1nc(N2CCCC2)ncc1C(=O)NCc1ccc(F)cc1
65 | -12 | COc1ccc(CC2(CCC(=O)N3CCCC(C)C3)CCC(=O)N2)c(F)c1 (stereo not drawn)
66 | 3 | CC(Cc1c[nH]c2ccccc12)N1C(=O)CCC1=O (stereo not drawn)
67 | 4 | Cc1ccc(Cn2c(Cc3ccccc3)nc3ccccc32)cc1
68 | -4 | CC(NC(=O)OCc1ccccc1)c1ccccc1 (stereo not drawn)
69 | -6 | N#Cc1ccccc1NC(=O)c1cc(-c2ccccc2)nc2ccccc12
70 | 4 | CCN(CC1CCN(C2CCN(C)CC2)CC1)C(=O)c1cc(OC)c(OC)c(OC)c1
71 | 14 | Cc1noc2ncnc(NCc3ccc(Cl)cc3)c12
72 | -1 | Cc1ccc(OC(C)C(=O)Nc2ccccc2Cl)c(C)c1 (stereo not drawn)
73 | 1 | CCCC(=O)Nc1c(C)cc(C)cc1C
74 | -10 | CCOC(=O)c1cnc2c(C(F)(F)F)cccc2c1NCc1ccco1
75 | -3 | CCCCOC(=O)c1ccc(OS(=O)(=O)c2ccc(OC)cc2)cc1
76 | 4 | CCCCOc1ccc(C(=O)Nc2nnc(SCc3ccccc3Cl)s2)cc1
77 | 11 | OC1CCN(c2nc3nonc3nc2N2CCCCC2)CC1
78 | -5 | CN(Cc1cnccn1)C(=O)c1cn(C2CCCCCC2)nn1
79 | 2 | Cc1nn(CC(=O)Nc2cnn(C(C)C)n2)c(C)c1-c1cccc(F)c1
80 | -1 | Cc1ccc(C)c(NC(=O)Cn2c(=O)n(CCC(=O)NCc3ccc4c(c3)OCO4)c(=O)c3ccccc32)c1

Two entries from above, with each value named.
16) Cn1c(=O)c2c(nc3n(-c4cccc(Cl)c4)c(-c4ccc(Cl)cc4)cn23)n(C)c1=O
  RBX1-CUL1 inh: -8
70) CCN(CC1CCN(C2CCN(C)CC2)CC1)C(=O)c1cc(OC)c(OC)c(OC)c1
  RBX1-CUL1 inh: 4

Next section:
entry | RBX1-CUL1 inh | Structure
81 | -1 | COc1ccc(CNc2ncnc3c2nc2n3CCCC2)cc1
82 | 2 | Cc1nc2nc[nH]n2c(=O)c1NS(=O)(=O)c1ccc(Br)cc1
83 | 6 | COc1ccc(Br)cc1C(=O)Nc1ccc2nc(-c3cccc(F)c3)oc2c1
84 | 1 | Cc1ccc(/C=C/C(=O)c2nc3ccccc3[nH]2)cc1
85 | -3 | CC(C)C1NC(=S)N(C2CCCCC2)C1=O (stereo not drawn)
86 | -5 | CCOC(=O)c1c(-c2ccc(F)cc2)csc1NC(=O)c1ccc(OC(F)F)cc1
87 | -11 | O=C(CSc1nc2ccccc2c(=O)[nH]1)N1CCOCC1
88 | 3 | Cc1ccc(NC(=O)C(C)Oc2cc(Cl)c(Cl)cc2Cl)cc1 (stereo not drawn)
89 | 1 | CCNC(=O)c1ccc(OCC2CCCO2)c(Br)c1 (stereo not drawn)
90 | 4 | COc1ccc(-n2cnc3c(C)nc(-n4nc(C)cc4C)nc32)cc1
91 | 7 | Cc1c(C)n2c3c(=O)n(Cc4ccccc4Cl)c(=O)n(C)c3nc2n1CCCO
92 | -7 | CCOC(=O)c1sc(NC(=O)COc2ccc(C(C)(C)C)cc2)nc1C
93 | -7 | Cc1nn(-c2ccc(N3CCCCC3)nn2)c(C)c1CCC(=O)NCc1ccccc1F
94 | 7 | CCC(=O)Nc1ccccc1C(=O)OC(c1ccccc1)c1ccccc1
95 | 10 | COc1ccc(NC(=O)c2cnn3c(-c4ccccc4)cc(-c4ccccc4)nc23)cc1OC
96 | -7 | CCCCC(CC)C(=O)Nc1nc(C)cs1 (stereo not drawn)
97 | 2 | COCCNS(=O)(=O)c1cc(F)ccc1OC
98 | -4 | CCC(C)NC(=O)c1ccc(I)cc1 (stereo not drawn)
99 | -2 | Cc1cccc(NC(=O)c2c(NC(=O)C(C)(C)C)sc3c2CCCCC3)c1
100 | 5 | Cc1ccc(C(=O)c2ccc(C)cc2)cc1

Other records
entry | RBX1-CUL1 inh | Structure
101 | 5 | Clc1ccc2c(c1)-n1cc(-c3ccccc3)nc1CO2
102 | -1 | COc1ccc(CCNC(=O)c2cc(=O)c3cc(C)cc(C)c3o2)cc1OC
103 | 3 | CC(Oc1ccccc1Cl)C(=O)N1CCCN(C)CC1 (stereo not drawn)
104 | 0 | COc1ccc(N2CCN(S(=O)(=O)c3cc(Br)cc4c3N(C(=O)C3CC3)CC4)CC2)cc1

Three entries from above, as labelled records:
#104 COc1ccc(N2CCN(S(=O)(=O)c3cc(Br)cc4c3N(C(=O)C3CC3)CC4)CC2)cc1
  RBX1-CUL1 inh = 0

#102 COc1ccc(CCNC(=O)c2cc(=O)c3cc(C)cc(C)c3o2)cc1OC
  RBX1-CUL1 inh = -1

#101 Clc1ccc2c(c1)-n1cc(-c3ccccc3)nc1CO2
  RBX1-CUL1 inh = 5

A few values from the entries so far.
Entry for compound 103 in RBX1-CUL1 inh: 3
Entry for compound 104 in RBX1-CUL1 inh: 0
